# TRb-SRC2 inh – disrupts binding of human TR beta to SRC2. hit rate 0.065% among 280,000. P10828. TRbeta-SRC2 peptide binding, fluorescence polarization; receptor liganded with 1 µM T3. Potency, µM (series often up to 106 µM), without a hit: top-dose activity change, negative = inhibition, hits mostly inhibitors;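 further: plate controls were bound peptide for no effect and peptide without receptor for full effect; nearly all actives have a fitted effect of over 50% in size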
#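 Quantitative HTS by FP: 0.6 uM TRb LBD, 20 nM labeled SRC2 20-mer, 1 uM T3, 5% DMSO; 5 hr ambient incubation; % activity per concentration and potencies from concentration series.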
# Tau fibril FP – inhibitors of human tau fibril formation | AID 1468 | K18 P301L tau heparin fibrillization, Alexa594 FP, 6 h | hit rate 0.39% among 280,000 | Potency, µM (highest dose often 57.7 µM), for the others: at the highest dose activity, negative = inhibition, usual class: inhibitors; further: nearly all actives have a fitted effect of over 55% in size
# Target sequence (P10636 561-689 P618L limits assumed): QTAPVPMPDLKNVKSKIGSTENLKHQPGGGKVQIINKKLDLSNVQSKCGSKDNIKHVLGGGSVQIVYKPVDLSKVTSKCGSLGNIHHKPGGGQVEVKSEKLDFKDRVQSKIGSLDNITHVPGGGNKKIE
#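 Steps: dispense K18 P301L tau (15 uM plus 0.24 uM Alexa 594 tracer, final) in pH 7 sodium acetate; add compound; add heparin (20 uM final); incubate 6 hr, 37 C; add ThT (30 uM final); after 1 hr ambient, read FP.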
# Tau fibril ThT – inhibitors of human tau fibril formation, thioflavin T binding | recombinant tau K18 P301L, heparin-induced fibrillization, ThT fluorescence | P10636 | Potency, µM (titrated, usually from 57.4 µM), without a hit: top-dose activity, negative = inhibition, actives largely listed as inhibitors | AID 1460 | hit rate 2.1% among 270,000; further: nearly all actives have a fitted effect of over 55% in size
#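 Aggregation was driven by heparin (20 uM final) acting on recombinant tau […] bearing P301L in 100 mM sodium acetate pH 7; fibrils were detected with Thioflavin T.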
# ALDH1A1 block – blocks purified human ALDH1A1 activity; hit rate 7.3% among 220,000; Purified ALDH1A1, NADH fluorescence, propionaldehyde substrate; P00352; Potency, µM (series often up to 75.3 µM), for inactives: top-dose activity, negative = inhibition, usual class: inhibitors; active means well fitted inhibition curve with a large enough effect, not every such curve was filed as active; inconclusive means small, poorly fitted or top-dose-only effect, or another doubt; inactive means no such curve, though single readings can be large or run the other way;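 further: plate controls were no enzyme wells and a reference inhibitor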
# Target sequence (P00352 whole entry, looked up): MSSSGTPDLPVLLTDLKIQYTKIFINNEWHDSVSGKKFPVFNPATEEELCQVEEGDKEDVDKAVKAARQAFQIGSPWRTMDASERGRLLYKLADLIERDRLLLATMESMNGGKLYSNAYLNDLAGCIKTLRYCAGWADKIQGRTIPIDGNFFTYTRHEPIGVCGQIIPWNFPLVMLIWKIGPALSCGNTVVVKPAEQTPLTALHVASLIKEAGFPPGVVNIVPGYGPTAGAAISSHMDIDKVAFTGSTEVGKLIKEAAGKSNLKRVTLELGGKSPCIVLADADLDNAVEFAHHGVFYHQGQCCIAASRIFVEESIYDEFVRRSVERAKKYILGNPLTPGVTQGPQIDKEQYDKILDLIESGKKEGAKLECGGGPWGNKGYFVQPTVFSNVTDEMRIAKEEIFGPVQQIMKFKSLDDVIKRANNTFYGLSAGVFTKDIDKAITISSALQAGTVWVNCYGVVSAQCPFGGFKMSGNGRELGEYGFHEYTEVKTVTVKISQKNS
# L3MBTL1 inh – L3MBTL1 (human) inhibition | Q9Y468 | AlphaScreen L3MBTL1–H3K9me1 peptide binding | Potency, µM (doses to about 57.1 µM), inactives show at the highest dose activity, negative = inhibition, hits mostly inhibitors | hit rate 0.66% among 230,000 | AID 485360; further: nearly all actives have a fitted effect of over 60% in size
#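 Read-out is AlphaScreen signal from streptavidin donor and nickel chelate acceptor beads (10 ug/mL final each) bridging L3MBTL1 (50 nM) and biotinylated K9-monomethylated H3(1-15) peptide (75 nM), after 30 min compound exposure at room temperature.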
# Tau fluor cs – counter-screen for tau fibril formation inhibitors; tau K18 P301L (four-repeat tau fragment) Alexa594 fluorescence, heparin fibrillization; Potency, µM (series often up to 57.7 µM), for inactives: top-dose activity change, negative = decrease; hit rate 0.93% among 280,000; AID 1463; further: nearly all actives have a fitted effect of over 55% in size
#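 Human K18 P301L tau (15 uM unlabeled plus 0.24 uM Alexa 594-labeled, final) in 100 mM sodium acetate pH 7 was mixed with compound and 20 uM heparin and incubated 6 hr at 37 C.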
# GLA spleen mod – inhibits or activates alpha-galactosidase in human spleen homogenate; P06280; human spleen homogenate, 4MU-alpha-Gal fluorescence, 40 min; Potency, µM (highest dose often 80 µM), without a hit: at the top dose activity change, negative = inhibition, most hits filed as inhibitors; hit rate 0.008% among 240,000;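 further: 0% = enzyme with vehicle and -100% = no enzyme basal signal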
# Target sequence (P06280 32-429 limits assumed): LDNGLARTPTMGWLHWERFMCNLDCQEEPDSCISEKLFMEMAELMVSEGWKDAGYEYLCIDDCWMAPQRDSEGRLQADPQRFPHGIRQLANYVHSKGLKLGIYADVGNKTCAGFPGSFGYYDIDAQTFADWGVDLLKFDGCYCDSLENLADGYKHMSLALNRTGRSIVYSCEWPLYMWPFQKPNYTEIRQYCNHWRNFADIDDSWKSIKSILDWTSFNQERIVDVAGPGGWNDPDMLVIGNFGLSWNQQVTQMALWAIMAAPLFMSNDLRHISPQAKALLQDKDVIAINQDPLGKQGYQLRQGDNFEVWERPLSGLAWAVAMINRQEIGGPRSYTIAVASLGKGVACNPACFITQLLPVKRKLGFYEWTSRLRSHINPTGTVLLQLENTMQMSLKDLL
#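 Human spleen homogenate (1 ug) was the enzyme source, with 4-methylumbelliferyl-alpha-D-galactopyranoside (1 mM final) in pH 5.0 citrate buffer with 0.01% Tween-20. Compounds were titrated; after 40 min at 37C, NaOH/glycine stop, 4-MU fluorescence read; AC50 from Hill fits.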
# TR SRC2 fluor cs – alters Texas Red total fluorescence, flagging assay interference | TRb/SRC2 Texas Red total fluorescence interference | Potency, µM (series often up to 106 µM), without a hit: at the top dose fluorescence change, negative = quenching | hit rate 0.29% among 280,000 | AID 1479; active means well fitted curve in either direction with a large enough effect; inconclusive means small, poorly fitted or top-dose-only effect
#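 Flags fluorescent or light-absorbing compounds by total fluorescence, S + 2P, at 555 nm excitation and 632 nm emission. Mixture: 20 nM Texas Red SRC2 peptide, 0.6 uM human TRb LBD, 1 uM T3, 5% DMSO; compound exposure 5 h at ambient temperature.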
# * = called active by the depositor; ? = inconclusive; · = not tested or not shown; & = joins results of further samples; [ ] = another dose, or the depositor's remark. Unless noted, the call rests on the fitted dose curve; in most records, active means well fitted curve in the direction sought with a large enough effect; inconclusive means small, poorly fitted or top-dose-only effect, or another doubt; inactive means no such curve, though single readings can be large; an effect the other way counts as inactive or inconclusive. Unless noted, on the % scale 0 is the no-effect control and ±100 the full control effect; potency means the concentration at half of the fitted maximal effect. Outcome played no part in choosing rows; any-hit rate near 8.5%.
smiles	TRb-SRC2 inh	Tau fibril FP	Tau fibril ThT	ALDH1A1 block	L3MBTL1 inh	Tau fluor cs	GLA spleen mod	TR SRC2 fluor cs
COc1cccc(/C=N/NC(=O)c2cccc([N+](=O)[O-])c2)c1OS(=O)(=O)c1ccccc1	1.0%	3.3%	-9.9%	-15.6%	-11.0%	?	-0.3%	-3.4%
O=[N+]([O-])c1ccc(N/N=C/c2sc(N3CCOCC3)nc2-c2ccccc2)c(S(=O)(=O)Nc2ccccc2Cl)c1	10.1%	1.9%	2.9%	-0.1%	-16.6%	-1.9%	0.3%	-2.8%
Nc1nnc(-c2ccc(F)cc2)s1	-12.7%	-2.0%	-9.3%	-9.1%	3.6%	-2.6%	-7.8%	-0.8%
COc1ccc(Cl)cc1C(=O)NC(=S)Nc1cc(-c2nc3ccccc3[nH]2)ccc1C	2.3%	?	?	3.98µM*	-9.6%	-22.5%	7.4%	-2.5%
Cc1cccc(NC(=O)CSc2nc3c([nH]c4ccccc43)c(=O)n2C)c1	7.9%&2.8%	?	-4.4%&4.4%	?	0.0%	-24.1%&-23.4%	-2.0%	-0.2%&-15.5%
Cn1cc(C(=O)NCC2COc3ccccc3O2)c(=O)c2cc(S(=O)(=O)N3CCCCC3)ccc21 (centres undefined)	-2.0%	6.4%	?	-7.1%	·	?	3.3%	-4.4%
Cc1ccc2ncc(NC(=O)c3ccc(F)cc3)c(=O)n2c1	-1.1%	0.6%	-17.9%	?	·	-8.7%	-4.9%	-1.8%
CN(C)CCCN(C(=O)/C=C/c1cccs1)c1nc2ccc(F)cc2s1	5.2%	?	-0.7%	-0.8%	·	-25.0%	7.5%	-2.4%
Cn1ccnc1SCCNC(=O)CCc1nnc(CCc2ccccc2)o1	4.7%	-13.0%	?	-0.9%	-11.2%	-14.3%	-0.7%	-2.6%
CCc1nc2c(oc3ccccc32)c(=O)[nH]1	-25.2%[53 µM]	0.2%	7.6%	?	44.2%[activator]	0.4%	?	-1.7%[53 µM]
Cc1csc(Sc2ccc(C(=O)OCC(=O)Nc3ccc(OC(F)(F)F)cc3)cc2[N+](=O)[O-])n1	2.1%	?	-10.2%	?	-3.1%	?	-1.2%	-3.1%
Cn1nc(-c2ccccc2)c(C#N)c1Sc1cccc(Cl)c1	3.2%	-6.5%	-7.2%	-14.6%	75.6%[activator]	-28.5%	3.2%	-0.6%
Cc1ccnc(NC(=O)c2c(O)c3ccccc3n(C)c2=O)c1	6.1%	?	?	-12.1%	10.6%	-12.2%	1.7%	2.8%
COCCCNC(=O)C1CCN(C(=O)Nc2ccc(Cl)cc2)CC1	-8.7%	3.4%	-8.7%	2.2%	1.5%	1.3%	2.4%	-1.7%
CCON1C(=O)C(C)(C)N(OCC)C(=O)C1(C)C	7.8%	0.5%	2.8%	·	7.6%	2.2%	3.0%	-0.3%
COc1cc(NS(=O)(=O)c2cc3c(cc2C)N(C)CCO3)cc(OC)c1OC	-4.2%	0.6%	-11.6%	·	·	-11.4%	·	-5.2%
Cc1cccc(C(=O)NC2CCCc3ccccc32)c1 (centres undefined)	6.6%	-3.6%	-6.3%	-0.4%	8.6%	0.7%	1.3%	-5.0%
COc1ccc(N/C=C2\C(=O)c3c(sc(C)c3C)N(C)S2(=O)=O)cc1	-1.0%	-11.6%	-9.8%	·	10.4%	-11.7%	2.5%	1.8%
CCOC(=O)c1cc2c(=O)n3ccccc3nc2n(C(C)C)c1=NC(=O)c1ccco1	0.5%	1.6%	-13.8%	?	10.7%	-2.6%	?	0.1%
COC(=O)NNC(=S)Nc1cc(OC)ccc1OC	-5.4%	1.5%	?	25.1µM*	·	-6.2%	4.5%	0.2%
CNC(=O)C1CCN(Cc2cc3ccccc3n2Cc2cccc(C)c2)CC1	3.7%	-7.6%	-7.0%	·	·	-20.2%	·	-2.0%
CC(=O)N(Cc1ccccn1)Cc1ccco1	-6.2%	-0.5%	-15.8%	-8.7%	6.0%	-6.6%	11.0%	1.5%
CCN(CC)c1ccc(O)c(C=Nc2ccc(C)c(C)c2)c1	3.3%	9.1%	?	?	3.0%	-5.1%	-2.0%	-0.5%
NC(=O)c1c(/N=C/c2cccnc2)sc2c1CCCC2	8.6%	?	?	·	-9.6%	-20.3%	-4.4%	-2.1%
O=C(CN1C(=O)c2ccccc2S1(=O)=O)NC(Nc1ccccc1F)C(Cl)(Cl)Cl (centres undefined)	-3.5%	-3.2%	5.7%	-3.6%	·	-17.0%	-9.4%	0.4%
O=C(CCn1ccc([N+](=O)[O-])n1)Nc1nccs1	-3.3%	-3.4%	-5.2%	1.3%	17.0%	0.0%	1.2%	-0.5%
O=C(/C=C/Nc1ccccc1)c1ccc(Oc2ncccn2)cc1	-4.1%	-4.5%	?	10.1%	-3.7%	-3.9%	-3.6%	-5.6%
COc1ccc(S(=O)(=O)N2CCN(C(=O)c3cc(-c4ccc(Br)cc4)n[nH]3)CC2)cc1OC	5.8%	-6.1%	-7.8%	·	·	-22.3%	·	?
CCCC(=O)NC(=S)Nc1ccc(C(C)=O)cc1	-1.0%[53 µM]	0.7%	-8.2%	-7.6%	4.0%	-10.1%	4.2%	-2.9%[53 µM]
O=C(c1cccc(Cl)c1)N1CCC(c2nc3c(nnn3Cc3ccc(F)cc3F)c(=O)[nH]2)CC1	-2.5%	2.5%	-2.4%	·	·	-3.8%	·	0.2%
CCOC(=O)n1c(=O)oc2cc(S(=O)(=O)N3CCCCC3)ccc21	-6.7%	7.3%	-0.1%	1.2%	-10.5%	-0.3%	-8.0%	0.0%
CC1(C)CC(=O)C(C2C3=C(CC(C)(C)CC3=O)Oc3ccccc32)=C(O)C1 (centres undefined)	-5.0%	-7.5%	-17.8%	28.2µM*	·	-15.9%	4.7%	0.8%
N#C/C(=C1/CCCN1)c1ccccn1	2.2%	1.7%	-11.3%	1.4%	·	-4.2%	7.0%	0.0%
CC(=O)c1ccc(NC(=O)C2C3C=CC(C3=C(c3ccccc3)c3ccccc3)C2C(=O)O)cc1 (centres undefined)	-2.3%	-0.7%	?	-14.3%	·	-6.1%	3.0%	-2.8%
CCN(CC)S(=O)(=O)c1ccc(C)c(NC(=O)COc2ccc3c(C)cc(=O)oc3c2)c1	5.1%	3.7%	-2.0%	?	7.7%	-3.1%	-3.4%	?
COc1ccc(-n2cnnc2SCC(=O)N2CCN(c3ccccc3)CC2)cc1	5.5%	-7.9%	?	?	·	-11.2%	-0.9%	-3.3%
CCCC12CN3CC(C)(CN(C1)C3c1cccs1)C2=O (centres undefined)	9.9%	-9.4%	-2.5%	·	5.3%	-7.3%	-2.5%	-4.1%
CCOC(=O)C1CCCN(S(=O)(=O)c2ccc(S(=O)(=O)N(CC)CC)cc2)C1 (centres undefined)	4.0%	2.5%	-4.0%	-7.9%	4.9%	-13.7%	0.8%	-2.3%
CCN(C(=O)COC(=O)/C=C/c1cccc([N+](=O)[O-])c1)c1ccccc1	-5.6%	8.4%	-15.3%	14.1µM*	·	-20.5%	1.5%	0.0%
CC(C)c1ccc2oc(-c3cc(NC(=O)c4cccs4)ccc3Cl)nc2c1	4.2%	12.6µM*	-13.2%	·	·	?	·	1.5%

# Some of these compounds in order of molecular weight, high to low.
smiles	TRb-SRC2 inh	Tau fibril FP	Tau fibril ThT	ALDH1A1 block	L3MBTL1 inh	Tau fluor cs	GLA spleen mod	TR SRC2 fluor cs
O=C(c1cccc(Cl)c1)N1CCC(c2nc3c(nnn3Cc3ccc(F)cc3F)c(=O)[nH]2)CC1	-2.5%	2.5%	-2.4%	·	·	-3.8%	·	0.2%
CCN(CC)S(=O)(=O)c1ccc(C)c(NC(=O)COc2ccc3c(C)cc(=O)oc3c2)c1	5.1%	3.7%	-2.0%	?	7.7%	-3.1%	-3.4%	?
CC(C)c1ccc2oc(-c3cc(NC(=O)c4cccs4)ccc3Cl)nc2c1	4.2%	12.6µM*	-13.2%	·	·	?	·	1.5%
NC(=O)c1c(/N=C/c2cccnc2)sc2c1CCCC2	8.6%	?	?	·	-9.6%	-20.3%	-4.4%	-2.1%

# (more compounds)
smiles	TRb-SRC2 inh	Tau fibril FP	Tau fibril ThT	ALDH1A1 block	L3MBTL1 inh	Tau fluor cs	GLA spleen mod	TR SRC2 fluor cs
CCOC(=O)c1c(C)[nH]c(C)c1S(=O)(=O)NCC(=O)N(C)c1ccc(C)c(C)c1	-2.2%	-5.5%	-3.9%	·	·	-9.4%	·	-0.2%
CCc1cccc(NC(=O)c2cc(S(=O)(=O)N3CCCCCC3)cn2C)c1	-1.1%	5.9%	4.8%	·	·	1.7%	·	-2.3%
O=C(Nc1cc(Cl)cc(Cl)c1)C(c1ccccc1)N1CCCCC1 (centres undefined)	3.1%	-1.9%	-7.8%	?	13.7%	-10.9%	-2.0%	0.6%
CCc1cccc(NC(=O)CSc2nc3ccsc3c(=O)n2CC)c1	1.6%	4.7%	-7.1%	·	·	-24.9%	·	-11.8%
CCCc1c(OCC(O)COc2ccc3c(=O)cc(C(=O)O)oc3c2CCC)ccc(C(C)=O)c1O (centres undefined)	0.8%&3.2%	3.0%	?	-10.9%	·	-9.8%	10.9%&1.5%	-1.2%&3.1%
COc1cc(C(=O)NCc2cccc3ccccc23)cc(Cl)c1OC	8.1%	?	-9.2%	-15.0%	-3.3%	?	0.4%	2.5%
CNc1nc(C)cc(C)c1S(=O)(=O)c1ccc(Cl)cc1	8.2%	-6.3%	-16.8%	?	30.2%[activator]	-8.5%	0.0%	0.0%
NC(=O)CSc1nc2c(sc3ccccc32)c(=O)n1CCCN1CCOCC1	-8.2%	5.8%	-9.9%	-15.0%	-5.0%	-4.3%	-3.9%	-2.6%
C/C(=N/NC(=O)c1cn(-c2cccc(C)n2)cn1)c1ccc(C)cc1	-4.9%	-3.2%	?	?	30.5%[activator]	-6.8%	0.7%	-6.6%
O=C(NCC1CCCO1)c1cc2c(s1)CS(=O)(=O)C2 (centres undefined)	1.7%	-2.7%	-5.1%	?	·	-7.9%	-6.0%	3.0%
CCn1c(SCC(=O)c2ccc(Cl)cc2)nnc1-c1ccoc1C	-11.1%	?	?	?	-5.7%	-2.2%	-5.6%	2.3%

# Screens: PubChem, National Center for Advancing Translational Sciences (NCATS)
